# Cneo AK release = Cryptococcus neoformans lysis via adenylate kinase release | 360,000 compounds, 0.2% hits | lysis activity, % at 15 µM | C. neoformans lysis, adenylate kinase release luminescence, 4 h; normalised: neutral wells 0, clomiphene wells 100;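 active = mean lysis activity across replicates of at least 80%, whatever share of replicates individually reach that level; inactive = mean lysis activity below 80%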
#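 Material – log-phase Cryptococcus neoformans yeast cells · Input – 5 × 10^6 yeast cells/mL · Medium – fresh YPD growth medium · Doses – single compound concentration per well · Timing – static 4 h at 37 °C with compound, 1 h detection · Detection – adenylate kinase release luminescence · Read-out – signal increase indicating cell lysis · Control set – Clomiphene as positive lysis control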
# S100A4 inh HTS = S100A4-myosin IIA interaction inhibition | P26447 | S100A4/TAMRA-MyoIIA peptide fluorescence polarization | inhibition, % at 10.7 µM | 360,000 compounds, 0.14% hits;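 active = mean inhibition of at least 70% across replicates, with every replicate also reaching that level; inconclusive = mean inhibition reaches 70% but some replicates fall short; inactive = mean inhibition below 70%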
# Target sequence (P26447 whole entry, looked up): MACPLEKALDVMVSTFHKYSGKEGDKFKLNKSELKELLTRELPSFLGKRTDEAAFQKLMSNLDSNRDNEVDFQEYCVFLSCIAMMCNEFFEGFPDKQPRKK
#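 Test system: S100A4 monomer protein. Medium: HEPES buffer with Ca2+, pH 7.2. Reagent: fluorescent myosin IIA peptide, 5 nM. Compound dosing: single-point compound testing. Timing: 5 min between mix addition and reading. Benchmarks: DMSO neutral and TFP positive wells.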
# PGC1a acetyl inh = lowers PGC1a acetylation signal in U2OS cells; AlphaScreen anti-acetyl-lysine; with virally co-expressed GCN5 acetyltransferase; inhibition, % at 15.6 µM; 350,000 compounds, 0.17% hits; AID 651687;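 active = every replicate shows inhibition of at least 40%; inconclusive = mean inhibition at least 40% but some replicate below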;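 also: 0% = neutral control wells and 100% = positive control wells; some results beyond the cut were filed as inactive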
# Xi reactivation = X-chromosome reactivation activator; XiGFP mouse fibroblasts, % GFP-positive cells imaging, 3 d; cells co-treated with 5-aza-dC sensitizer; scaled so ellipticine positive control = 100%; activation, % at 7.58 µM; 360,000 compounds, 0.055% hits; AID 743238;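 active = mean normalized replicate activation at least 10% and every replicate at or above 10%; inconclusive = only one of the two criteria met; inactive = mean below 10% and not all replicates reach 10%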;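 also: 0% = median of on-plate neutral control wells and 100% = ellipticine 6 µM median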
#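 System: SV40-immortalized XiGFP fibroblast cells, line 68-5-11 / Incubation: 3-day compound exposure, then 15 min fixation at room temperature / Compound: single concentration per compound, delivered by pin transfer / Buffer or medium: DMEM plus 5-aza-dC sensitizer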
# SIRT5 inh = inhibitors of human sirtuin-5 desuccinylase | Q9NXA8 | Purified SirT5, succinyl-peptide AMC, trypsin-coupled fluorescence | inhibition, % at 15 µM | 330,000 compounds, 1.1% hits | AID 652115; in the data active = inhibition above about 15%; inconclusive = no clear call, values can overlap the other calls
# C2C12 statin = protects C2C12 myotubes from simvastatin toxicity. ATP luminescence, 48 h; scaled: DMSO 0, geranylgeraniol control 100. rescue of ATP level, % at 7.49 µM. 330,000 compounds, 0.78% hits;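 active = mean ATP rescue above about 67%, or every replicate alone reaching that limit, limit read from the data, passing the limit was not always enough; inconclusive = no clear call, values can overlap the other calls; inactive = mean under the limit and some replicate under it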;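 also: myotubes were challenged with 10 µM simvastatin during compound exposure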
# LGR2 inh = Drosophila LGR2 receptor signaling inhibition. HEK293 LGR2, CRE-luciferase, bursicon-stimulated, 4 h. inhibition, % at 9.99 µM. 380,000 compounds, 0.35% hits;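 active = drop in luminescence signal, shown as inhibition above about 50% in the replicate tests, limit read from the data, passing the limit was not always enough; inconclusive = probably only some replicates passing the limit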;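 also: agonist challenge used bursicon conditioned medium at about half maximal strength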
# ERAP1 inh = inhibitors of human ERAP1 aminopeptidase. Q9NZ08. recombinant ERAP1, Leu-AMC fluorescence, 60 min. inhibition, % at 10.7 µM. 340,000 compounds, 0.15% hits. AID 652197;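 active = mean replicate inhibition of at least 30%, or all replicates individually reaching that 30% level; inactive = mean below 30% and not every replicate reaching it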;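 also: 0% = neutral control wells and 100% = L-leucinethiol positive control wells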
# Target sequence (Q9NZ08 whole entry, looked up): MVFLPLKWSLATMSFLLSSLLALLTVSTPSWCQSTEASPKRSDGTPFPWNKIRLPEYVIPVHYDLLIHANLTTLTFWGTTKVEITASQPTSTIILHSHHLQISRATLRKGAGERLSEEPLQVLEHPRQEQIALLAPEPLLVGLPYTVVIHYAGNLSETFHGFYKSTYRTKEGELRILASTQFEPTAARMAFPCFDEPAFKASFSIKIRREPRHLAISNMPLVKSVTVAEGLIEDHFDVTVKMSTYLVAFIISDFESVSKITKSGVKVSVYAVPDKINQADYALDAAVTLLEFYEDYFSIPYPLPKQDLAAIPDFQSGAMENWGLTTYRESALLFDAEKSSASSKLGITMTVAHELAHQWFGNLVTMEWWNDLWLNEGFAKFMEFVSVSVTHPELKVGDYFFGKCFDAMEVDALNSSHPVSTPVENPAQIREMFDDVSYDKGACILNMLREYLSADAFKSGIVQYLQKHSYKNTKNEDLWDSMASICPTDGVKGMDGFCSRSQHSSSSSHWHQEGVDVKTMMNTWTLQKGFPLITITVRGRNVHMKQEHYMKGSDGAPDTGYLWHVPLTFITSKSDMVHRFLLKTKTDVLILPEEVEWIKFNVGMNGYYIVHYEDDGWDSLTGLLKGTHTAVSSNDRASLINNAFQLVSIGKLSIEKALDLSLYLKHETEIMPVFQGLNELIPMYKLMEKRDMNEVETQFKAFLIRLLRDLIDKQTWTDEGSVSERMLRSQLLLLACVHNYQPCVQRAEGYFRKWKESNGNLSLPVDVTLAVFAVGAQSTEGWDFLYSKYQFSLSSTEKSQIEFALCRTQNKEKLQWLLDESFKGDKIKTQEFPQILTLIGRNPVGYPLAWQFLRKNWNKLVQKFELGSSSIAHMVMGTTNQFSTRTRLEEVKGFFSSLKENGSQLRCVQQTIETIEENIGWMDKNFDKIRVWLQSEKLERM
# * hit, by the source's call; ? = inconclusive; nt = not tested or not shown; & = joins results of further samples.
SMILES,Cneo AK release,S100A4 inh HTS,PGC1a acetyl inh,Xi reactivation,SIRT5 inh,C2C12 statin,LGR2 inh,ERAP1 inh
CCCN1C2CCCC1CC(NC(=O)c1cc(OC)cc(OC)c1)C2 (centres undefined),2,-4,nt,0.0,-1,24,10,4
CC(C)NC(=O)c1onc(CSc2cccc(F)c2)c1C(=O)O,27,-9,nt,0.0,1,9,-1,9
CC(C)NC(=O)N1[C@H](CO)[C@@H](c2ccccc2)C12CN(Cc1ccccc1)C2,nt,8,-15,0.0,1,nt,7,-1
O=C(NC(NC(=O)c1ccccc1)c1ccccc1)c1ccccc1,-1,5,-12,nt,-2,5,2,12
O=c1c2cc([N+](=O)[O-])ccc2nc(CN2CCN(c3ccccn3)CC2)n1-c1ccccc1F,3,-2,10,0.1,-10,nt,6,1
O=C(C[C@H]1C[C@@H]2c3cc(NC(=O)CC4CC4)ccc3O[C@@H]2[C@H](CO)O1)NCc1cccnc1,27,10,6,0.0,-2,-11,2,-2
Cc1cc(C)c(NC(=O)c2ccccc2C(=O)c2ccccc2)c(C)c1,nt,-4,nt,0.0,-2,nt,-2,-5
O=C1NCCNC1c1ccccc1 (centres undefined),-1,4,-6,0.0,3,1,0,4
COc1ccc(C(c2nnnn2-c2ccc3c(c2)OCCO3)N2CCN(C/C=C/c3ccccc3)CC2)cc1 (centres undefined),-5,-6,-4,0.2,-1,-2,-1,-2
O=C(/C=C\Nc1ccccc1Br)c1ccc2c(c1)OCO2,nt,-1,nt,0.0,0,nt,79*,-1
Cc1ccccc1-n1c(C)nnc1SC(C)C(=O)NCC1CCCO1 (centres undefined),-1,-14,-4,0.0,5,13,-14,2
COc1cc(CN2CCCC(C(=O)Nc3ccccc3Oc3cccnc3)C2)ccc1F (centres undefined),1,4,3,0.0,-2,-2,-9,-5
Cc1nc(SCC(=O)NCC2CCCO2)c2cc(-c3ccccc3)sc2n1 (centres undefined),-2,1,4,0.2,1,7,-20,2
Cc1cccc(CN2CCC(C(=O)Nc3cccc(-c4cscn4)c3)CC2)n1,-2,1,2,-0.1,0,-5,-1,0
COc1cc(/C=C2\SC(=S)N(CCC(=O)Nc3ccc(O)cc3)C2=O)cc(OC)c1OC,-1,-10,nt,0.1,-3,27,2,-2
C[C@@H]1CN([C@@H](C)CO)C(=O)c2cccc(NC(=O)Nc3ccc4c(c3)OCO4)c2O[C@@H]1CN(C)C(=O)Nc1cccc2ccccc12,-3,-5,-1,0.0,4,34,0,2
C[C@H](CO)N1C[C@H](C)[C@@H](CN(C)C(=O)NC2CCCCC2)Oc2ccc(NC(=O)Nc3ccccc3)cc2C1=O,0&-5,5&1,3,-0.7&-0.1,1&-6,-6&2,-15&-3,-1&-1
NS(=O)(=O)c1ccc(NC(=S)NC(=O)c2ccc3c(c2)OCO3)cc1,16,3,6,0.0,-6,-7,-8,0
C[C@H]1CCCCO[C@H](CN(C)C(=O)c2ccccc2)[C@@H](C)CN([C@@H](C)CO)C(=O)c2cc(NS(=O)(=O)c3ccc(F)cc3)ccc2O1,-2,-16,-11,0.0,4,nt,3,0
Cc1cccc(NC(=O)N2CCC(n3nnc4cc(C)ccc43)CC2)c1,-2,4,-6,0.5,-5,0,9,4
O=C(C1CC1)N1CCN=C1SCc1ccccc1Cl,0,0,-6,-0.1,nt,11,-8,nt
CCOc1cc2[nH]c(=O)n(Cc3ccc(C(=O)NCCCN4CCCC4=O)cc3)c(=O)c2cc1OCC,1,-1,-27,0.0,-1,9,1,-1
COc1ccccc1C(=O)NCC(c1cccnc1)N(C)C (centres undefined),0,0,15,nt,nt,5,-19,0
Cc1cccc(C)c1N1C(=O)C2ON(c3ccccc3)C(c3ccncc3)C2C1=O (centres undefined),-1,0,-9,nt,-13,-1,28,5
COc1cccc(CC(=O)N[C@@H](CCSC)c2nc3ccccc3[nH]2)c1,nt,-4,nt,-0.1,0,nt,-6,-11
CC(=O)N1CCN(CC(=O)Nc2cc(S(=O)(=O)N3CCOCC3)ccc2C)CC1,nt,3,nt,1.2,1,nt,-20,-5
CCN(CC)S(=O)(=O)c1ccc(N2CCN(C)CC2)c(NC(=O)CSCC(=O)Nc2cccc(C)c2)c1,-4,-1,nt,0.0,2,-2,12,3
COCC(=O)N1[C@H](C#N)[C@H](c2ccc(C#CCC3CCCC3)cc2)[C@@H]1CO,-8,5,-2,0.0,2,2,-14,1
Cc1ccc(S(=O)(=O)N[C@@H]2CC[C@@H](CCn3cc(-c4cccc(F)c4)nn3)O[C@@H]2CO)cc1,-5,-4,-4,-0.3,2,-6,1,-3
O=C(Cc1ccc(-c2ccccc2)cc1)Nc1ccccc1,2,-1,-9,0.1,-1,3,-13,-3
COc1ccc(NC(=O)CN2CCN(c3nc(-c4ccc(F)cc4)cs3)CC2)c(OC)c1,nt,-1,4,0.1,-6,-1,-1,8
C[C@H]1CN([C@@H](C)CO)S(=O)(=O)c2ccc(-c3cccc(C(=O)N(C)C)c3)cc2O[C@H]1CN(C)Cc1ccc2c(c1)OCO2,2,6,-23,0.6,-2,2,-15,-2
O=C(C[C@H]1CC[C@H](NC(=O)NC2CCCC2)[C@@H](CO)O1)NCc1ccc(F)cc1,2,3,6,-0.1,1,5,10,5
COCCNC(=O)C(c1ccc(OC)cc1)N(C(=O)Cn1nnc2ccccc21)c1cccnc1 (centres undefined),nt,4,-2,0.0,0,nt,-13,9
COc1ccc(CCNC(=O)CSc2nc(=O)n3cc(C)ccc3n2)cc1OC,-4,-7,14,-0.7,1,-3,7,0
O=C1NC[C@H](CCCCN2C[C@H](Cc3ccc(O)cc3)N(CCC3CCCCC3)C(=O)C2=O)N(CCC2CCCCC2)C1=O,nt,2,nt,-0.2,0,nt,15,2
CCNC(=O)Nc1ccc2c(c1)C(=O)N(C)[C@H]1CC[C@H](CC(=O)NCC3CC3)O[C@@H]1CO2,-1,nt,-2,0.4,nt,-12,-3,nt
COC(=O)C[C@H]1C[C@@H]2c3cc(NC(=O)c4ccc5c(c4)OCO5)ccc3O[C@@H]2[C@@H](CO)O1,2,5,6,0.0,-1,0,1,4
Cc1cccc(C(=O)OCC(=O)N(C)c2ccccc2)c1C,0,0,nt,0.0,0,13,3,-1
Cn1ncc(Cl)c1C(=O)NC1CCCC1,1,-3,-6,-0.1,-3,2,10,-2
CCOC(=O)CN(C(=O)c1snc(C(N)=O)c1N)C(C(=O)NCCC(C)C)c1ccc(F)cc1 (centres undefined),-1,-15,2,0.0,-6,-8,-10,-8
COc1nccc(NCc2ccccc2)c1C#N,-1,1,11,0.1,9,4,-17,3
C[C@H]1CN([C@@H](C)CO)C(=O)CCCn2cc(nn2)CO[C@H]1CN(C)S(=O)(=O)c1ccccc1F,13,-19,13,-0.1,-3,-2,-9,2
O=C(COC(=O)c1cccc(OC(F)F)c1)NCC1CCCO1 (centres undefined),nt,1,4,-0.1,0,2,-4,3
Cc1ccc(-n2c(Cc3cccn3C)nnc2SCC(=O)NCc2ccco2)cc1,6,nt,-5,nt,nt,10,-15,nt
Cc1ccc(CSc2nnc(CS(=O)Cc3ccc(Cl)cc3Cl)n2C)cc1 (centres undefined),0,-2,-7,nt,-2,30,4,-1
O=C(OCc1nnc(-c2ccccc2)o1)c1cc(Cl)ccc1[N+](=O)[O-],nt,-3,nt,0.0,-3,nt,-7,0
COc1ccc(C#Cc2ccc3c(c2)[C@@H]2[C@@H](CCN2C(=O)C2CCC2)[C@@H](CO)N3)cc1,nt,-6,-3,0.1,1,nt,8,-2
CC(C)Oc1cccc(C(=O)C2CCCN(Cc3cnn(C(C)C)c3)C2)c1 (centres undefined),nt,0,-12,0.0,0,nt,nt,4
Nc1cc2c(cc1Br)-c1c(C(=O)O)cccc1C2O (centres undefined),nt,7,nt,0.0,3,nt,nt,-64
O=C1/C(=C\c2ccc([N+](=O)[O-])cc2)CS(=O)(=O)C/C1=C/c1ccc([N+](=O)[O-])cc1,nt,7,-115,-0.1,-3,nt,?,2
O=C1NC[C@H](CCCCN2C[C@@H](Cc3ccccc3)N(Cc3ccccc3)C(=O)C2=O)N(CCC2CCCCC2)C1=O,nt,-3,nt,0.8,0,nt,-4,-3
C[C@@H]1CCCCO[C@@H](CN(C)C(=O)CCC(F)(F)F)[C@@H](C)CN([C@H](C)CO)C(=O)c2cc(NC(=O)Cc3ccccc3)ccc2O1,-5,-10,6,-0.2,-3,nt,18,1
C[C@@H]1CCCCO[C@H](CN(C)C(=O)c2ccccc2)[C@H](C)CN([C@@H](C)CO)C(=O)c2cc(NS(=O)(=O)c3ccc(F)cc3)ccc2O1,-1,9,-12,0.1,8,nt,7,1
CCOC(=O)c1nnc(-c2ccccc2)[nH]c1=O,2,2,nt,0.3,-2,-2,-21,1
C[C@H](CO)N1C[C@H](C)[C@@H](CN(C)Cc2ccccc2C(F)(F)F)OCc2ccccc2-c2ccccc2C1=O,nt,6,-2,nt,30*,nt,nt,-2
Cc1cc([N+](=O)[O-])c(C)cc1-c1ccc(/C=N/NC(=O)c2cccnc2)o1,nt,0,nt,0.1,1,nt,-9,1
O=C(CCc1n[nH]c(=O)[nH]c1=O)N/N=C/c1ccc(Br)o1,nt,-1,nt,0.1,2,nt,3,6
C[C@@H]1CN([C@@H](C)CO)C(=O)c2cc(/C=C/c3ccccc3)cnc2O[C@H]1CN(C)Cc1cccnc1,0,4,-11,-0.7,-1,24,16,-1
C[C@@H]1CN([C@@H](C)CO)C(=O)c2c(c3ccccc3n2C)-c2ccccc2CO[C@H]1CN(C)Cc1ccc(Oc2ccccc2)cc1,nt,2,-10,-0.8,6,nt,10,-12

# Ordered by value in ERAP1 inh (high to low): three of the compounds above
SMILES | S100A4 inh HTS | PGC1a acetyl inh | SIRT5 inh | LGR2 inh | ERAP1 inh
O=C(CCc1n[nH]c(=O)[nH]c1=O)N/N=C/c1ccc(Br)o1 | -1 | nt | 2 | 3 | 6
CC(C)Oc1cccc(C(=O)C2CCCN(Cc3cnn(C(C)C)c3)C2)c1 (centres undefined) | 0 | -12 | 0 | nt | 4
O=C(OCc1nnc(-c2ccccc2)o1)c1cc(Cl)ccc1[N+](=O)[O-] | -3 | nt | -3 | -7 | 0

# (next part)
SMILES,Cneo AK release,S100A4 inh HTS,PGC1a acetyl inh,Xi reactivation,SIRT5 inh,C2C12 statin,LGR2 inh,ERAP1 inh
COc1ccc(C(=O)CC(CC(=O)c2ccc(OC)cc2)C(=O)O)cc1,2,1,nt,-0.5,nt,0,-4,-4
Cc1ccc(CNC(=O)CCC(=O)N2CC(C)Sc3ccccc32)cc1 (centres undefined),1,2,3,0.1,8,1,0,1
COc1ccc(/C=C(/CC(=O)Nc2ccccc2)c2nc3ccccc3s2)cc1,nt,-5,nt,0.1,1,nt,-30,3
C[C@@H]1CN([C@H](C)CO)S(=O)(=O)c2ccc(C#Cc3ccncc3)cc2O[C@@H]1CN(C)C(=O)C1CCCCC1,-1,-9,23,-0.6,1,-33,3,-1

# From PubChem

# A portion of the library. The share of hits here may be higher or lower than overall.
